Screening results deposited in PubChem BioAssay by several laboratories.
hERG protect = hERG (human) protection from proarrhythmic block. Q12809. CHO-hERG, FluxOR thallium flux, dofetilide IC70 present. activation (rescue from dofetilide block), less the hit threshold, % at 10 µM. 310,000 tested, 0.51% active. AID 1511;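 active = activation above the mean of controls blocked by dofetilide plus 5 SD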;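 also: thallium influx through hERG after potassium depolarization seen as dye fluorescence rise; in these data hits start at about 4.7%; inactives centre near -7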
HDAC3 inhib = inhibitors of human histone deacetylase 3; recombinant HDAC3, fluorogenic peptide/trypsin coupled, fluorescence; inhibition, % at 8.3 µM; AID 2718; 320,000 tested, 0.15% active; O15379; in the data active = inhibition above about 26%, passing the limit was not always enough; inconclusive = no clear call, values can overlap the other calls
Target sequence (O15379 whole entry, looked up): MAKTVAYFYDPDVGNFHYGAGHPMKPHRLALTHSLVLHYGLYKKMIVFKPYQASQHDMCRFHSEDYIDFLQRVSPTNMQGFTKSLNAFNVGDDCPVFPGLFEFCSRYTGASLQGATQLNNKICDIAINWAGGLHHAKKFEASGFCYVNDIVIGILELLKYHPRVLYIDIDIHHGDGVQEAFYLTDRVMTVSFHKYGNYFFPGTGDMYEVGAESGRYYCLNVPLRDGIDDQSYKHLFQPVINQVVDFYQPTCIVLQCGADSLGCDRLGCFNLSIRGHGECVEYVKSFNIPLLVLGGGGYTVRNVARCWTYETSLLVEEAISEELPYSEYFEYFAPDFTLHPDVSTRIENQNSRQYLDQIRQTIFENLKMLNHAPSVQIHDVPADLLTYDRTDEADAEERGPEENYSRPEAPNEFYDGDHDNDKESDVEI
ANO1 block = mouse TMEM16A channel inhibition, primary screen | Q8BHY3 | HEK293 TMEM16A/YFP iodide influx fluorescence, ionomycin | normalized B-score (activity score, 25-100; higher = stronger inhibition) at 10 µM | 310,000 tested, 1.2% active;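 active = ratio plate-corrected score three or more library SD toward inhibition, starting fluorescence score within five deviations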;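 also: score derived from kinetic fluorescence span divided by baseline fluorescence per well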
RGS4 pot = potentiators or activators of RGS4; HEK293 M3R/inducible RGS4, carbachol calcium flux Fluo4; active compounds read low; B-score at 10 µM; 310,000 tested, 0.92% active;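 active = B-score of the integrated calcium signal more than 4 SD below the library mean, with starting fluorescence not abnormally high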;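 also: negative B-score means reduced calcium response which marks RGS4 activation or potentiation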
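Assay system: Inducible-RGS4 HEK293 cells carrying M3 receptor | Schedule: Compound preincubation 20 min at room temperature before agonist | Signal: Kinetic calcium fluorescence imaging with Fluo4-AM dye, 2 µM | Read-out basis: B score from integrated fluorescence ratio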
KCNQ1 block = inhibitors of human KCNQ1 potassium channel. P51787. CHO-K1 KCNQ1, FluxOR thallium flux fluorescence; active compounds read high. B-score at 10 µM. 310,000 tested, 1.3% active;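 active = compounds whose thallium flux B-score, printed positive for inhibition, exceeds three library SD while starting fluorescence stays within three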;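 also: channel opened by potassium depolarization with thallium stimulus after 20 min compound exposure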
Target sequence (P51787 whole entry, looked up): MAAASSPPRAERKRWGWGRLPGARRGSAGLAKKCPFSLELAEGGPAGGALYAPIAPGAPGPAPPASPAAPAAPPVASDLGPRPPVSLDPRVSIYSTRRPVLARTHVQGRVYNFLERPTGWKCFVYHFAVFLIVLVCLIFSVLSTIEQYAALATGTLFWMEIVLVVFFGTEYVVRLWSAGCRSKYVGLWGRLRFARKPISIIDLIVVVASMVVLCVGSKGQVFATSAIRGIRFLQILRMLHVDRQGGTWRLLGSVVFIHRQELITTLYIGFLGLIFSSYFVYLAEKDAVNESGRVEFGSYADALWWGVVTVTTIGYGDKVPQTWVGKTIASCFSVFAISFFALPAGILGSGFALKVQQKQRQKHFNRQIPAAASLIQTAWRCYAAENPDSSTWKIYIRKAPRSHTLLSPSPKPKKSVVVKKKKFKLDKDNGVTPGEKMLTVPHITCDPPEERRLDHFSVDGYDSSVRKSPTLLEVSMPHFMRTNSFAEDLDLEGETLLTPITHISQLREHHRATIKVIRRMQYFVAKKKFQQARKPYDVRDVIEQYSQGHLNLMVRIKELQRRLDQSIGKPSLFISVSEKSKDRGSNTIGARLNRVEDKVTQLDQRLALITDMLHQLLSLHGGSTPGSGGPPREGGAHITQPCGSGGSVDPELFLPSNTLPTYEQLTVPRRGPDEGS
KCNK3 inh = human KCNK3 channel inhibition, primary screen; CHO-KCNK3 thallium flux, FluxOR fluorescence; active compounds read low; B-score at 10 µM; 340,000 tested, 0.84% active;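 active = B-score under library mean minus 4 SD, starting fluorescence ratio at most library mean plus 5 SD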;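 also: more negative B-score means stronger inhibition of thallium flux through KCNK3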
SKKanGAS inh = blocks kanamycin growth of S. pyogenes SKKanGAS strain. BacTiter-Glo, 6 h. AID 1662. 300,000 tested, 1.3% active. inhibition, % at 7.5 µM;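 active = mean replicate score, as percent of positive control median, at least 50; inconclusive = mean below 50 but one replicate at or above 50; inactive = mean and every replicate below 50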;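 also: strain carries kanamycin resistance gene driven by streptokinase promoter and grows in 40 µg/ml kanamycin; loss of luminescence reflects streptokinase promoter inhibition or plain growth inhibition; 0% = median of DMSO wells and 100% = positive control at its reference dose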
RGS4 block = human RGS4 inhibition; HEK293 M3R/RGS4 inducible, Fluo-4 calcium flux; active compounds read high; triggered by carbachol at its EC20; B-score at 10 µM; 310,000 tested, 0.45% active;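 active = B-score, a plate-corrected calcium signal, over three deviations above library mean, with baseline fluorescence within five deviations of library mean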;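 also: RGS4 expression induced by doxycycline in cells with stable M3 receptor; B-score is computed from the integrated fluorescence ratio over baseline after carbachol; higher B-score means a larger calcium signal and so more RGS4 inhibition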
ANO1 activ = activators or potentiators of mouse TMEM16A chloride channel | Q8BHY3 | HEK293 TMEM16A/YFP-H148Q/I152L, iodide quench fluorescence; active compounds read low | B-score at 10 µM | 340,000 tested, 0.3% active;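 active = fluorescence-ratio B-score plate-corrected deviation score at least 3 library SD below zero, with starting fluorescence score within 5 deviations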;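 also: channel opened by trigger with iodide after compound preincubation; score built on the fluorescence ratio of max minus min over baseline; more negative score means more quench and so TMEM16A activation or potentiation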
KCNQ1 act = potentiators or activators of human KCNQ1 potassium channel | CHO-K1 KCNQ1, thallium flux FluxOR fluorescence; active compounds read high | B-score at 10 µM | 310,000 tested, 0.35% active;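 active = fluorescence ratio B-score, a plate-corrected score, at least three library SD, with initial intensity B-score within 5 SD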
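System: CHO-K1 cells stably expressing KCNQ1 / Medium: assay buffer for compound exposure, DMSO matched across wells / Reagent: thallium- and potassium-containing depolarizing buffer / Compound: one concentration, matched DMSO / Incubation: 20 min compound pretreatment at room temperature / Measured by: kinetic FluxOR fluorescence, 10 s baseline plus 110 s post-stimulus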
KCNK9 inh = inhibitors of human KCNK9 two-pore domain potassium channel | B-score at 10 µM | HEK293 KCNK9, FluxOR thallium flux fluorescence; active compounds read low | 310,000 tested, 1.2% active;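 active = ratio B-score over 3 SD below the library mean, with starting fluorescence within 5 SD of its mean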;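 also: negative B-score means less thallium flux so channel inhibition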
* hit, by the source's call; i = inactive; ? = inconclusive; · = not tested or not shown.

SMILES	hERG protect	HDAC3 inhib	ANO1 block	RGS4 pot	KCNQ1 block	KCNK3 inh	SKKanGAS inh	RGS4 block	ANO1 activ	KCNQ1 act	KCNK9 inh
CCNC(=S)NNC(=O)c1cc(CC(C)C)nc2ccccc12	-8.2	-2.7	i	i	i	i	2.1	i	i	i	i
O=C(NCC1CCCO1)C(c1ccc(N2CCOCC2)cc1)N(C(=O)Cn1nnc2ccccc21)c1ccccc1F (stereo not drawn)	-9.2	0.5	i	i	i	i	1.9	i	i	i	i
N=c1c2c(-c3ccccc3)c(-c3ccccc3)n(Cc3ccco3)c2ncn1CCCO	-16.1	2.4	i	i	i	i	2.7	i	i	i	i
CNC(=S)N(Cc1cccs1)Cc1cc2ccc(OC)cc2[nH]c1=O	-8.6	-7.4	i	i	i	i	3.4	i	i	i	i
N#CC1(NC(=O)COC(=O)c2nc(Cl)ccc2Cl)CCCCC1	-15.7	·	i	i	i	i	-5.4	i	i	i	i
COCCn1nnnc1CN(Cc1cccnc1)Cc1cc2cc(OC)ccc2[nH]c1=O	-8.0	·	·	i	i	i	2.0	i	i	i	i
COc1ccc(OC)c(C(=O)Cn2nnc(-c3ccc(N4CCOCC4)cc3)n2)c1	-8.0	1.6	i	i	i	i	9.1	i	i	i	i
Cc1ccc(Cn2ncc(Cl)c(Cl)c2=O)cc1	-13.2	-2.2	i	i	i	i	-1.4	i	i	i	i
CCOc1ccc(C2C(C#N)=C(N)Oc3cc(O)ccc32)cc1OCC (stereo not drawn)	-6.5	-5.4	i	i	i	-9.33*	2.7	i	i	i	i
CC(=O)Nc1cccc(NC(=O)CSc2nccn2Cc2ccco2)c1	-4.3	1.2	i	i	i	i	-11.9	i	i	i	i
COc1cc(C2c3c(-c4cc(C)cc(C)c4O)n[nH]c3C(=O)N2CCCO)cc(OC)c1OC (stereo not drawn)	-9.2	1.0	i	i	i	i	1.7	i	i	i	i
Cc1ccc(Cl)cc1N(CC(=O)N1CCCCCC1)S(C)(=O)=O	-5.0	0.6	i	i	i	i	-9.6	i	i	i	i
O=C(Nc1ccc(Cl)cc1)N1CCN(c2ccc3nnc(-c4ccc(F)cc4)n3n2)CC1	-12.1	-1.5	i	i	i	i	63.3*	i	i	i	i
O=C(COc1cccc(F)c1)Oc1ccc(C(=O)c2ccccc2)cc1	-5.9	-16.7	i	i	i	i	-1.2	i	i	i	i
COc1ccc(NC(=O)c2sc(N)nc2-c2ccccc2)cc1	-12.4	-0.3	i	i	i	i	-3.5	i	i	i	i
O=[N+]([O-])c1ccc(SCc2c(F)cccc2Cl)nc1	-9.9	-8.7	25*	i	i	-8.87*	2.9	i	i	i	i
NCCCCCc1nnc(SC/C=C/c2ccccc2)o1	-10.1	-1.7	i	i	i	i	-1.8	i	i	i	i
COc1ccccc1NC(=O)CSc1nnc(Cc2cc(=O)[nH]c(=O)[nH]2)n1-c1ccccc1	-7.4	0.7	i	i	i	i	1.4	i	i	i	i
O=C(O)c1csc(-c2cccc(Cl)c2)n1	-7.9	-4.0	i	i	i	i	-2.3	i	i	i	i
Nn1c(SCC(=O)Nc2ccc3c(c2)OCO3)nnc1-c1ccc(Cl)cc1	-2.9	2.6	i	i	i	i	-1.1	i	i	i	i
CCOc1ccc(Cc2nnc(SCC(N)=O)n2C)cc1	-8.5	·	i	i	i	i	7.4	i	i	i	i
CN1[C@@H]2CC[C@H]1CC(OC(=O)c1c[nH]c3ccccc13)C2 (stereo partly drawn)	-6.4	4.2	i	i	i	i	2.2	i	i	i	i
COc1ccc(Cc2nc3ccc(C(=O)NCCc4cccc(C)n4)cc3o2)cc1	-12.0	-5.2	i	i	i	i	0.9	i	i	i	i
COc1ccc2occ(C(=O)c3ccc(N)cc3)c2c1	-10.7	1.5	i	i	i	i	-1.4	i	i	i	i
CC(=O)Nc1ccc(S(=O)(=O)Nc2ccc(S(=O)(=O)N3CCCC3)cc2)cc1	0.2	4.8	i	i	i	i	4.1	i	i	i	i
COc1ccc(NC(=O)N(Cc2cc3cc(OC)ccc3[nH]c2=O)CC2CCCO2)cc1 (stereo not drawn)	-19.8	-1.3	i	i	i	i	-12.8	i	i	i	i
COc1ccc(NC(=O)COC(=O)Cc2c(F)cccc2Cl)cc1OC	-1.0	-10.8	i	i	i	i	-2.3	i	i	i	i
Cc1ccc(C(=O)NCC(=O)NCc2cc(=O)n(C)c(=O)n2C)cc1	-4.2	0.8	i	i	i	i	4.0	i	i	i	i
COC(=O)c1cccc(Nc2nc(-c3ccncc3)nc3ccccc23)c1	-11.4	-0.4	i	i	i	i	-9.4	i	i	i	i
O=C1N=C(N2CCOCC2)S/C1=C/c1cc2c(cc1[N+](=O)[O-])OCO2	-14.5	1.6	i	i	i	i	4.1	i	i	i	i
O=C(O)c1ccc(-c2nc(-c3cccc(C(F)(F)F)c3)cs2)cc1	-14.4	·	·	i	i	i	17.2	i	i	i	i
COc1ccc(OC)c(C(=O)N2CCCC(Nc3ccc(F)cc3)C2)c1 (stereo not drawn)	-8.9	7.2	i	i	i	i	30.5	i	i	i	i
COC(=O)c1ccc(C(=O)OC)c(NC(=O)COC(=O)C2CCCCC2)c1	-5.6	-9.1	i	i	i	i	2.0	i	i	i	i
CCCc1cc(=O)[nH]c(SCC(=O)NN(c2ccccc2)c2ccccc2)n1	-7.9	-2.3	i	i	i	i	5.8	i	i	i	i
Clc1ccc2oc(-c3cccnc3)nc2c1	-13.5	-2.7	i	i	i	i	-5.2	i	i	i	i
CCOP(=O)(c1ccc(N(C)C)cc1)C(O)c1ccc(Cl)cc1 (stereo not drawn)	-10.8	6.6	i	i	i	i	·	i	i	i	i

Not a retest: entries from further up.
SMILES	hERG protect	HDAC3 inhib	ANO1 block	RGS4 pot	KCNQ1 block	KCNK3 inh	SKKanGAS inh	RGS4 block	ANO1 activ	KCNQ1 act	KCNK9 inh
CC(=O)Nc1ccc(S(=O)(=O)Nc2ccc(S(=O)(=O)N3CCCC3)cc2)cc1	0.2	4.8	i	i	i	i	4.1	i	i	i	i
COc1ccc(NC(=O)N(Cc2cc3cc(OC)ccc3[nH]c2=O)CC2CCCO2)cc1 (stereo not drawn)	-19.8	-1.3	i	i	i	i	-12.8	i	i	i	i
COc1ccc(NC(=O)COC(=O)Cc2c(F)cccc2Cl)cc1OC	-1.0	-10.8	i	i	i	i	-2.3	i	i	i	i
Cc1ccc(C(=O)NCC(=O)NCc2cc(=O)n(C)c(=O)n2C)cc1	-4.2	0.8	i	i	i	i	4.0	i	i	i	i

Further results:
SMILES	hERG protect	HDAC3 inhib	ANO1 block	RGS4 pot	KCNQ1 block	KCNK3 inh	SKKanGAS inh	RGS4 block	ANO1 activ	KCNQ1 act	KCNK9 inh
O=C(CN1C(=O)c2cccc3cccc1c23)N1CCN(c2cccc(Cl)c2)CC1	-3.9	?	i	i	i	i	-2.4	i	i	i	i
CCOc1ccccc1NC(=O)c1ccc2ccccc2c1	-8.2	2.3	i	i	i	-9.74*	-11.0	i	i	i	-10.6*
CCCCNC(=O)Nc1ccccc1C(=O)Nc1ccc(OC)cc1	-6.4	-0.2	i	i	i	i	-5.8	i	i	i	i
Cn1c(Cn2c(=O)sc3ccccc32)nnc1SCC(=O)NCC1CCCO1 (stereo not drawn)	-2.4	-5.6	i	i	i	i	0.1	i	i	i	i
O=C(C1CC1)N1N=C(c2ccc(F)cc2)CC1(O)C(F)(F)F (stereo not drawn)	-10.9	0.0	i	i	i	i	-3.9	i	i	i	i
O=C(CN1CCOCC1)NCc1ccccc1Cl	-15.8	1.6	i	i	i	i	-0.1	i	i	i	i
CCC(OC(=O)CC1Sc2ccccc2NC1=O)C(=O)NCC1CCCO1 (stereo not drawn)	-4.5	6.9	i	i	i	i	3.1	i	i	i	i
CCOC(=O)C1=C(CSc2nc(C)ccc2C#N)OC(N)=C(C#N)C1c1cccc(OC)c1OC (stereo not drawn)	-12.3	15.0	i	i	i	i	2.3	i	i	i	i
COc1ccc(-c2oc3ccc(N4CCOCC4)cc3c2C#Cc2ccc(N)cc2)cc1	-9.0	-7.3	i	i	i	i	41.5	i	i	i	i
COc1cc(/C=N/NC(=O)Cc2ccccc2)cc([N+](=O)[O-])c1O	-9.6	13.0	i	i	i	i	6.6	i	i	i	i
Cc1cc(=O)[nH]c(N2CCN(Cc3ccccc3)CC2)n1	-7.8	11.4	i	i	i	i	-1.7	i	i	i	i
CC1Cc2ccccc2N1C(=O)COC(=O)CCc1nc2ccccc2c(=O)[nH]1 (stereo not drawn)	-9.4	2.6	i	i	i	i	-11.5	i	i	i	i
O=C(NCc1ccccc1)NC1CCCCC1	-5.3	-5.5	i	i	i	i	5.7	i	i	i	i
CC(C)CCN(C(=O)COc1ccc(C#N)cc1)c1c(N)n(Cc2ccccc2)c(=O)[nH]c1=O	-4.0	2.9	i	i	i	·	0.4	i	·	i	i
COc1ccc(C2C3(C#N)C(N)=NC(OC)(OC)C23C#N)cc1 (stereo not drawn)	-7.6	1.3	i	i	i	i	0.6	i	i	i	i
CCN(CC)CCCOc1ccc(Cl)c(Cl)c1	-4.4	-1.6	100*	i	i	i	1.0	i	i	i	i
COc1ccc(-c2ccc(CCC(=O)O)n2NC(=O)c2ccc(C(C)(C)C)cc2)cc1	-7.6	3.9	i	i	i	i	4.6	i	i	i	i
COc1ccc(C2=NN3C(C2)c2ccccc2OC3c2cccs2)cc1 (stereo not drawn)	-4.9	0.0	i	i	i	i	9.4	i	i	i	i
CN(C)c1ncnc(N(C)C)c1[N+](=O)[O-]	-3.3	8.2	i	i	i	i	-4.6	i	i	i	i

Taken from above.
CC(C)CCN(C(=O)COc1ccc(C#N)cc1)c1c(N)n(Cc2ccccc2)c(=O)[nH]c1=O – SKKanGAS inh: 0.4
COc1ccc(C2=NN3C(C2)c2ccccc2OC3c2cccs2)cc1 (stereo not drawn) – HDAC3 inhib: 0.0
COc1ccc(C2C3(C#N)C(N)=NC(OC)(OC)C23C#N)cc1 (stereo not drawn) – SKKanGAS inh: 0.6
COc1ccc(-c2ccc(CCC(=O)O)n2NC(=O)c2ccc(C(C)(C)C)cc2)cc1 – SKKanGAS inh: 4.6
O=C(NCc1ccccc1)NC1CCCCC1 – HDAC3 inhib: -5.5
